# S3 lipid droplet: qHTS Assay for Lipid Storage Modulators in Drosophila S3 Cells; Drosophila S3 cells, BODIPY lipid droplet fluorescence, 18-24 h; cells fed with added oleic acid; Potency in µM for hits, for the others lipid storage change, negative = inhibition, % at the top dose, mostly 46.1 µM; 320,000 tested, 0.64% active; AID 2685; active = well fitted inhibition curve with a large enough effect in the signal ratio, with a control signal flat, not every such curve was filed as active; inconclusive = small, poorly fitted or top-dose-only effect, or effect the other way, or a change in a side signal; the % refers to the signal ratio
#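 Drosophila S3 cells loaded with oleic acid (400 uM, as added) and compounds at several concentrations; lipid droplets imaged by 488-nm laser-scanning cytometry, 500–530 nm intensity and object ratio to cell channel. Percent activity normalized to 20 uM Triacsin C.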
# S3 lipid droplet cell count max: also measured in S3 lipid droplet; calls as there; cell number change, %; measured here: cell count max response;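 cells counted by Cell Tracker Red CMTPX staining in the red channel; peak over a dose series mostly up to 46.1 µM; percent activity relative to internal control wells on each plate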
# Active calls of the source: *; i = inactive; ? = inconclusive; / = no result given; [ ] = dose if it differs, or a comment. % is set by controls: 0 for no effect and ±100 for the full control effect; potency is the fitted concentration of half-maximal effect. Not all compounds are listed, so the mix of outcomes need not match the whole.
# Sample of the layout (5 entries):
# The line under a structure holds: S3 lipid droplet | S3 lipid droplet cell count max
- COc1ccc([C@]23Cc4ccccc4C(O2)c2c(c4ccc(OC)cc4oc2=O)O3)cc1
    14%[9.22 µM] | 30
- Cc1cccc(OCc2nnc(SCC(=O)Nc3ccc(C)c(Cl)c3)o2)c1
    ? | /
- Clc1cccc(-c2ccc(CNCCCN3CCOCC3)o2)c1
    8% | 1
- O=[N+]([O-])c1ccc(CSc2ccc(S(=O)(=O)N3CCCCCC3)cn2)cc1
    ? | /
- COc1cc(/C=N/NC(=S)NCCN2CCOCC2)cc(OC)c1OC
    ? | /

# The listing, previewed entries included:
# The line under a structure holds: S3 lipid droplet | S3 lipid droplet cell count max
- COc1ccc([C@]23Cc4ccccc4C(O2)c2c(c4ccc(OC)cc4oc2=O)O3)cc1
    14%[9.22 µM] | 30
- Cc1cccc(OCc2nnc(SCC(=O)Nc3ccc(C)c(Cl)c3)o2)c1
    ? | /
- Clc1cccc(-c2ccc(CNCCCN3CCOCC3)o2)c1
    8% | 1
- O=[N+]([O-])c1ccc(CSc2ccc(S(=O)(=O)N3CCCCCC3)cn2)cc1
    ? | /
- COc1cc(/C=N/NC(=S)NCCN2CCOCC2)cc(OC)c1OC
    ? | /
- Cc1cc(C)c(S(=O)(=O)N2CCN(C(=O)N3CCOCC3)CC2)c(C)c1
    3.7µM* | -4.2*
- COc1ccc(C(C(=O)NC(C)(C)C)N(Cc2ccco2)C(=O)CCC(=O)Nc2ccccn2)cc1 (configuration not stated)
    i | 2
- Cc1nn(-c2ccc(F)cc2)c(N)c1C1(O)C(=O)Nc2ccccc21 (configuration not stated)
    ? | /
- O=C(COc1ccccc1)NNC1=NS(=O)(=O)c2ccccc21
    ? | /
- Cc1[nH]c(C)c(S(=O)(=O)NCCc2ccc(S(N)(=O)=O)cc2)c1C(=O)N1CCCC1
    ? | /
- CC(C(=O)Nc1ccccc1Cl)c1ccc([N+](=O)[O-])cc1 (configuration not stated)
    ? | /
- COc1ccc(CCNC(=O)c2ccccc2NS(=O)(=O)c2cc(C(=O)O)ccc2OC)cc1
    ? | /
- Cc1cc2c(=O)n(C)c(SCC(=O)Nc3cccc(O)c3)nc2s1
    -23% | -28
- Cc1cc(C)c(C#N)c(Nc2ccccc2C)n1
    ? | /
- COc1ccccc1/C=C/C(=O)Nc1cccnc1
    5.8µM* | -15*
- CCOc1ccc(S(=O)(=O)N2CCC(C(=O)NCC(=O)Nc3cccc(Cl)c3C)CC2)cc1
    ? | /
- Cc1onc(-c2ccc(Cl)cc2Cl)c1-c1csc(N/N=C/c2ccccc2)n1
    ? | /
- CC(C)(C)NC(=O)Nc1ccc2nccnc2c1
    -7% | 0
- COc1cccc(C(=O)N2c3ccccc3Sc3ccccc32)c1
    9% | 9
- CCCCCCCCCCCCCCCC[n+]1ccc(/C=N/O)cc1
    ? | /
- Nc1nnc(SCCN2C(=O)c3ccccc3S2(=O)=O)s1
    i | /
- COc1ccc(C2=NO[C@@H]3C(=O)N(c4ccc(C)cc4C)C(=O)[C@H]23)cc1OC
    ? | /
- O=C(O)CC(c1ccc(Cl)cc1)N1C(=O)CCC1=O (configuration not stated)
    ? | /
- c1ccc(-c2ccc(CN3C[C@@H]4C(c5ccccc5)C5(c6ccccc6)CC4(C5)[C@H]3c3ccccc3)cc2)cc1 (some centres not stated)
    -10% | 0
- COc1ccc(Nc2nc(-c3ccc(OC)cc3)cs2)cc1
    -23% | -6
- COc1ccc(/C=N/NC(=O)C[n+]2ccccc2)c(OC)c1
    ? | /
- NC(=O)c1ccc(NC(=O)COC(=O)CCN=C2NS(=O)(=O)c3ccccc32)cc1
    ? | /
- COCCn1c(SCC(=O)Nc2c(C)n(C)n(-c3ccccc3)c2=O)nc2ccccc2c1=O
    16% | 9
- CCOC(=O)c1ccc(NC(=O)C2CCCN(S(=O)(=O)c3cnc[nH]3)C2)cc1 (configuration not stated)
    ? | /
- CCCOc1ccc(N2CC(C(=O)Nc3ccc4c(c3)OCO4)CC2=O)cc1 (configuration not stated)
    -6% | -11
- O=C(Cc1ccc(NC2=NC3CS(=O)(=O)CC3S2)cc1)Nc1ccc(F)cc1 (configuration not stated)
    ? | /
- Nc1nonc1-n1nnc(C(=O)N/N=C\c2cccc(Cl)c2)c1CN1CCOCC1
    ? | /
- COc1ccc(-c2nc(CSCC(=O)NCc3ccco3)c(C)o2)cc1
    -4% | 0
- CN1C(=O)CC(N2CCN(C(=O)CN3CCCC3)CC2)C1=O (configuration not stated)
    6% | 2
- Cc1ccc(NC(=O)COC(=O)c2cc(C)nc3ccccc23)c([N+](=O)[O-])c1
    0% | 9
- Cc1occc1C(=O)NNC(=O)Nc1ccc(Cl)c(Cl)c1
    -12% | -10
- Cc1cccc(NC(=O)c2nc[nH]c2C(=O)N[C@@H](Cc2ccccc2)C(=O)OC(C)(C)C)c1
    -21% | -21
- CCNC(=S)N1CCNC(=O)C1CC(=O)OC (configuration not stated)
    ? | /
- O=C(Cn1cc(C(=O)C2CC2)c2ccccc21)NCc1ccc2c(c1)OCO2
    0% | 4
- CC(C)(C)OC(=O)N[C@@H](C(=O)OC(C)(C)C)c1ccc(C(F)(F)F)cc1
    ? | /
- COc1cc(O)ccc1C(=O)CCc1ccc(O)cc1
    -17% | -23
- CCOC(=O)C1=C(CC)Nc2ccccc2N=C1NC(=O)c1ccc(S(=O)(=O)N2CCCC2)cc1
    i | /
- COc1ccc(OC)c(S(=O)(=O)N2CCC(C(=O)NC(C)c3ccccc3)CC2)c1 (configuration not stated)
    ? | /
- O=S(=O)(Nc1nc2ccccc2[nH]1)c1ccc(Cl)cc1
    ? | /
- NC1=NC[C@H](Cc2ccc(O)cc2)N1CCCCC1CCCCC1
    ? | /
- CCN(CC)c1ccc(NC(=O)c2cc3ccccc3o2)c(C)c1
    i | /
- CCc1ccc(-c2nc(SCC(=O)N3CCOCC3)n[nH]2)cc1
    -7% | -10
- Cc1occc1C(=O)N1CCCC(N2CCN(c3ccccc3F)CC2)C1 (configuration not stated)
    ? | /
- Cc1ccc(-c2nc3ncccn3c2Nc2ccc3c(c2)OCCO3)cc1
    0% | -6
- CN(C)C(CNC(=O)c1ccc(S(=O)(=O)NCc2ccco2)cc1)c1ccccc1 (configuration not stated)
    -2% | /
- CCn1c(=S)[nH]c2sc3c(c2c1=O)CCCC3
    14% | -3
- O=C(CSc1ccccc1)N1CCN(S(=O)(=O)c2cccs2)CC1
    ? | /
- Cc1nc2cc(NC(=O)N3c4ccccc4CC3C)ccc2o1 (configuration not stated)
    ? | /
- COc1cccc(NC(=O)COC(=O)c2cccnc2)c1
    6% | 5
- COC(=O)N[C@H](CC(C)=O)c1ccccc1
    0% | -3
- COc1cccc(OCC(=O)N(C)Cc2nc(-c3ccccc3)no2)c1
    13% | 15
- COc1cc(-n2nnnc2SC)c(OC)cc1Cl
    -19% | /
- CC(NC(=O)Cn1nc(C(=O)O)c2ccccc2c1=O)C12CC3CC(CC(C3)C1)C2 (configuration not stated)
    -7%[9.22 µM] | 0
- Cc1nc(Nc2c(Cl)cccc2Cl)sc1C(=O)Nc1ccccc1
    ? | /
- O=C(CSc1nnc(-c2ccc(S(=O)(=O)N3CCCC3)cc2)o1)NCc1ccccc1
    ? | /

# 3 compounds out of the list, ordered by length of the SMILES, ascending:
# The line under a structure holds: S3 lipid droplet | S3 lipid droplet cell count max
- COc1cccc(NC(=O)COC(=O)c2cccnc2)c1
    6% | 5
- CCc1ccc(-c2nc(SCC(=O)N3CCOCC3)n[nH]2)cc1
    -7% | -10
- Cc1ccc(-c2nc3ncccn3c2Nc2ccc3c(c2)OCCO3)cc1
    0% | -6

# Further results:
# The line under a structure holds: S3 lipid droplet | S3 lipid droplet cell count max
- Cc1sc2nc(CN3CCOCC3)nc(N3CCOCC3)c2c1C
    ? | /
- Cc1ccc(OCCSc2ncccn2)c(C)c1
    -2% | /
- COc1ccc(C(=O)NCc2cc(C(C)C)no2)cc1OC1CCN(C(C)C)CC1
    22% | /
- C(=N\N(c1ccccc1)c1ccccc1)/c1ccc(N2CCOCC2)s1
    ? | /
- CC1(C)C(=O)Nc2ccccc2N1C(=O)Cn1ncc(Cl)c(Cl)c1=O
    ? | /
- CSc1n[nH]c(NC(C)=O)n1
    ? | /
- O=C(O)c1ccc2c(c1)C(=O)N(Cc1ccccc1)C2=O
    ? | /
- O=[N+]([O-])c1cc(S(=O)(=O)NCCN2CCOCC2)ccc1Sc1nnnn1-c1ccccc1
    -11% | -17
- COc1ccccc1OCCNC(=O)c1cccc(S(=O)(=O)NCc2ccccc2)c1
    ? | /
- CCCN1CCN(C(=O)Nc2ccc(C(=O)OCC)cc2)CC1
    i | /
- Cc1nnc(NC(=O)CSc2ccc3nnc(-c4cccnc4)n3n2)s1
    ? | /
- Cc1ccc2nc3sc(-c4nnc(-c5ccccc5[N+](=O)[O-])o4)c(N)c3cc2c1
    i | /
- CCCCN(C(=O)CC1CCCC1)c1c(N)n(CCC)c(=O)[nH]c1=O
    ? | /
- COc1ccccc1NC(=O)C(C)OC(=O)CSCC(=O)Nc1ccc(C)cc1C (configuration not stated)
    ? | /
- CCCCCC(=O)NN=C1CCN(Cc2ccccc2)CC1
    5% | -19
- Cn1cc(S(=O)(=O)N2CCc3ccccc32)cc1C(=O)NC1CCCCC1
    i | -16
- O=C(CSc1nnc(-c2cccs2)o1)c1cccs1
    ? | /
- COc1cc(OC)c(OC)cc1CNc1cc(C)ccc1OC
    ? | /
- CC1(C)CC(C(N)=S)CCO1 (configuration not stated)
    -7% | 16
- COc1ccc(OC)c(NC(=O)CSc2nc(N3CCOCC3)nc(N3CCOCC3)n2)c1
    ? | /
- Cc1cc(NC(=O)c2ccccc2)ncc1NC(=O)c1cccs1
    -1% | 0
- Cc1cc(S(=O)(=O)NC(C)C)ccc1OCC(=O)NCc1ccccc1
    -16% | -2
- O=C(O)CSc1nnc(-c2ccccc2Br)n1-c1cccc(C(F)(F)F)c1
    ? | /
- Cc1cccc2cc(CN(CC3CCCO3)C(=O)c3cccs3)c(=O)[nH]c12 (configuration not stated)
    ? | /
- COc1ccc(C(=S)N2CCNCC2)cc1
    ? | /
- Cc1nnc(SCc2ccc3c(c2)OCO3)s1
    ? | /
- CN(C)S(=O)(=O)NC(c1ccccc1)c1ccccc1
    ? | /
- O=C(COc1ccc2c3c(c(=O)oc2c1)CCC3)NCc1ccncc1
    ? | /
- O=C(Nc1ccc(S(=O)(=O)N2CCCC2)cc1)C1CCCN1C(=O)c1cccs1 (configuration not stated)
    3% | 11
- O=C(CSCc1ccc(Cl)cc1)Nc1ccc(S(=O)(=O)N2CCOCC2)cc1
    ? | /
- COc1ccc(CC(=O)Nc2ccc3c(c2)CCC3)cc1
    6% | -14
- O=C(O)c1ccc(CN2C(=O)c3ccc(Oc4ccc([N+](=O)[O-])cc4)cc3C2=O)cc1
    ? | /
- Cc1noc(C)c1COC(=O)c1cc2ccccc2cc1O
    ? | /
- COc1cc2c(cc1O)CCN(C(=O)c1ccco1)C2C (configuration not stated)
    1% | -1
- COc1cc(C(=O)NCC(c2ccco2)N2CCOCC2)cc(OC)c1OC (configuration not stated)
    -9% | -2
- CC(=O)Nc1ccc2c(c1)nc1n2CCN(C2CCCCC2)C1
    -2% | -12
- COc1ccc(N2CCN(C(=O)c3ccc4[nH]c(C)c(C)c4c3)CC2)cc1
    ? | /
- O=C1c2ccccc2C(=O)C12OC2c1ccc(Cl)cc1Cl (configuration not stated)
    ? | /
- CCCn1cc([C@@H]2C[C@H]3CN(Cc4cccc(Cl)c4)C(=O)[C@]34CCCN24)c(C)n1
    ? | /
- CC(=O)Nc1cccc(NC(=O)Cc2ccc3ccccc3c2)c1
    ? | /
- CCOc1ccccc1/C=N/n1c(C2CCCCC2)n[nH]c1=S
    ? | /
- COc1ccc(NS(=O)(=O)c2cccc(C(=O)Nc3ccccc3C(=O)O)c2)cc1
    i | 6
- CCCN(CCC)CCCNC(=O)c1cn(CC)c2ccc(S(=O)(=O)N3CCc4ccccc4C3)cc2c1=O
    4% | -2
- Cc1cc(C)c(S(=O)(=O)NCC(c2cccnc2)N2CCN(Cc3ccccc3)CC2)c(C)c1 (configuration not stated)
    -23% | -8
- CSc1sc(C(=O)O)c(C)c1C(C)=O
    ? | /
- CC1=C(C#N)C(c2cccnc2)C2=C(CCCC2=O)N1 (configuration not stated)
    4% | 15
- O=C(CSc1ccc2nnc(-c3cccc(F)c3)n2n1)NCC1CCCO1 (configuration not stated)
    ? | /
- CCn1cnc2cc(NCc3ccc(OC)cc3)ccc21
    ? | /
- CCCn1ncc(CN2CCC(n3nccc3NC(=O)c3ccccc3OC)CC2)c1C
    ? | /
- COc1cc2c(cc1OC)-c1cc(OCc3cccnc3)nc(=O)n1CC2
    ? | /
- CS(=O)(=O)c1ccc(C(=O)OCc2nnc(-c3ccccc3)o2)cc1[N+](=O)[O-]
    ? | /
- Cc1ccccc1C(N)c1ccncc1 (configuration not stated)
    i | 5
- COC(=O)CSc1nnc(CNc2ccc(OC)cc2)n1C
    ? | /
- C/C(=N\NC(=O)c1ccccc1)c1ccccc1Br
    ? | /
- CCN(CC)S(=O)(=O)c1ccc(S(=O)(=O)Nc2ccc(C(=O)N3CCCC3)cc2)cc1
    i | -8
- O=C(NCc1ccc(Cl)cc1)c1cc2ccccc2oc1=O
    ? | /
- COc1ccc(-c2csc(NC(=O)COC(=O)c3ccc(Br)o3)n2)cc1
    i | /
- CCCc1ccc(OCC(O)CN2CCN(CCO)CC2)cc1 (configuration not stated)
    ? | /
- Nc1nc(SCC(=O)NCC2CCCO2)[nH]c(=O)c1NC(=O)c1ccc(F)c(F)c1 (configuration not stated)
    ? | /
- Nc1nnc(-c2ccc(F)cc2)s1
    0% | -7

# High-throughput results deposited in PubChem by National Center for Advancing Translational Sciences (NCATS).
